# Compound activity as filed in PubChem BioAssay.
# procasp3 activ = activates human procaspase-3. recombinant procaspase-3 D3A, Ac-DEVD-pNA absorbance 405 nm. activation, % at 8.5 µM. hit rate 0.11% among 330,000. AID 463141;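 active = activation above the mean of all tested compounds plus 3 SD, cut at about 21% in these data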;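 also: 0% = DMSO alone and 100% = DMSO wells spiked with extra 5 µM PC-3 D3A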
#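 Assay system – Procaspase-3 D3A mutant, all three cleavage aspartates alanine · Controls – DMSO-only low control, 5 µM PC-3 D3A high control · Schedule – 1 h compound preincubation, 2 h substrate hydrolysis at 25 °C · Signal – 405 nm absorbance of p-nitroaniline, reads at 0 and 120 min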
# ZTA counter = ZTA (EBV) inhibition in EBNA-1 counter-screen; inhibition, % at 11 µM; hit rate 0.15% among 320,000; ZTA-DNA binding, fluorescence polarization; P03206; in the data active = inhibition above about 33%
# proCasp7 act = activates human procaspase-7, counter-screen for procaspase-3 activators | activation, % at 8.5 µM | P55210 | hit rate 0.093% among 330,000 | AID 463210 | recombinant procaspase-7, Ac-DEVD-pNA absorbance 405 nm; D23A/D198A/D206A triple mutant, cannot self-cleave; scale: DMSO 0, 5 µM enzyme 100;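 active = percent activation above the screen-wide mean plus 3 SD, cut at about 25% in these data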
#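 Assay system: Uncleavable procaspase-7 mutant enzyme / Input: 2 µM procaspase-7 mutant as dispensed / Dosing: single nominal 8.5 µM compound dose, 0.8% DMSO final / Timing: 1 h enzyme–compound preincubation and 2 h substrate reaction, both 25 °C / Detection: p-Nitroaniline absorbance at 405 nm, read at 0 and 120 min / Replication: singlicate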
# EBNA-1 inhibitor = blocks EBNA-1 binding to DNA. EBNA-1 DNA binding, fluorescence polarization. AID 1950. inhibition, % at 14.8 µM. hit rate 0.34% among 300,000; in the data active = inhibition above about 28%
# RPL19A-GFP yeast = modulators of TOR pathway RPL19A-GFP in S. cerevisiae; AID 2025; percent response vs DMSO, % at 10 µM; hit rate 0.3% among 330,000; S. cerevisiae RPL19A-GFP strain, flow cytometry, 3 h; hits give low values;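 active = percent response vs DMSO below 50%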;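 also: median channel GFP fluorescence of the barcoded RPL19A-GFP strain; ratio of sample median GFP to plate DMSO average so 100% = DMSO; lower means less RPL19A-GFP as with rapamycin TOR inhibition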
# MEP2-GFP yeast = alters MEP2-GFP fluorescence in TOR pathway yeast screen. AID 2016. hit rate 0.51% among 330,000. S. cerevisiae MEP2-GFP strain, flow cytometry GFP, 3 h; 100% = DMSO control level. GFP response vs DMSO, % at 10 µM;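 active = GFP response versus DMSO above a set limit, roughly screen mean plus 3 SD, cut at about 180% in these data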;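 also: median GFP fluorescence of the barcode-gated MEP2-GFP cells per well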
# AHR activator = human AHR activation | P35869 | AHR-responsive luciferase reporter cells, luminescence | activation, % at 5 µM | hit rate 2.5% among 320,000 | AID 2796; in the data active = activation above about 47%;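 also: 0% = vehicle wells and 100% = reference agonist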
# LAP4 TOR yeast = alters LAP4-GFP fluorescence in TOR pathway yeast screen. S. cerevisiae LAP4-GFP multiplex, flow cytometry GFP, 3 h; median GFP as percent of DMSO wells. GFP response vs DMSO, % at 10 µM. hit rate 0.34% among 320,000;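 active = GFP response vs DMSO above a set limit, about the screen mean plus 3 SD, cut at about 150% in these data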
# Numbers without * were called inactive; nt = not tested or not shown.
(1) CCOC(=O)c1oc2ccccc2c1NC(=O)COc1ccc(F)cc1
(2) c1ccc(N=P(c2nc3ccccc3o2)(N2CCOCC2)N2CCOCC2)cc1
(3) O=C(Nc1ccccc1-c1nc2ccccc2s1)c1cccnc1Cl
(4) O=C(Nc1ccccc1N1CCOCC1)c1cc(-c2ccco2)nc2ccccc12
(5) Cc1nc(C)n(CC(=O)N2CCCC(C(=O)c3ccc(C(F)(F)F)cc3)C2)n1 (stereo not given)
(6) CN(c1ccccc1)S(=O)(=O)c1cccc(NC(=O)C2=NNC(=O)CC2)c1
(7) C/C(=N\NC(=O)C(c1ccccc1)c1ccccc1)c1ccccn1
(8) CCOC(=O)N1C2=NC(C(=O)OC)=C(C(=O)OC)[C@@H]3Nc4ccccc4[C@]23C[C@H]1C(=O)OC
(9) COc1ccccc1/C=C/C=C1\Oc2c(ccc(O)c2CN2CCN(CCO)CC2)C1=O
(10) Cc1cc(C)n(/N=C/c2cccc([N+](=O)[O-])c2)c(=O)c1

compound no.,1,2,3,4,5,6,7,8,9,10
procasp3 activ,2.1,-1.6,6.6,-4.0,7.9,6.7,-2.7,-5.3,-4.1,-4.1
ZTA counter,-14.9,-2.2,-17.7,-19.0,-6.2,nt,-4.1,-0.7,10.2,6.3
proCasp7 act,-7.2,-18.5,-2.1,-3.2,14.2,2.9,-1.8,1.1,-13.6,-4.5
EBNA-1 inhibitor,5.9,-1.9,2.7,-7.9,-6.3,nt,2.8,14.2,4.6,-1.7
RPL19A-GFP yeast,99.4,98.0,95.7,90.0,105.6,101.5,96.1,100.0,107.7,98.1
MEP2-GFP yeast,106.1,102.3,98.9,93.4,104.4,109.1,116.4,94.2,110.2,101.8
AHR activator,7.4,1.9,7.7,3.4,0.7,1.1,-1.7,-2.1,3.3,0.8
LAP4 TOR yeast,105.6,106.9,100.9,94.1,92.1,100.0,124.1,137.2,99.0,96.2

(11) O=C(NCCO)c1ccc(Cl)c(Cl)c1
(12) O=c1cnnc(NCc2ccccc2)[nH]1
(13) CN(C(=O)c1ccccc1C(=O)OCC(=O)NC(=O)NC(C)(C)C)C1CCCCC1
(14) CC(=O)c1cc(C(=O)Nc2ccc3ccccc3c2)c(C)o1
(15) COc1cccc(C2CC(c3ccccc3)n3ncnc3N2)c1 (stereo not given)
(16) Cc1ccc(S(=O)(=O)N2C(=O)C(C)SC2=Nc2ccccc2)cc1 (stereo not given)
(17) Cc1nc(SCc2ccc(Cl)c(Cl)c2)ncc1C(=O)O
(18) COc1ccc2oc(C(=O)OCC(=O)N(CC(C)C)c3c(N)n(Cc4ccccc4)c(=O)[nH]c3=O)c(C)c2c1
(19) Cc1ccc(-n2c(=O)c3c4c(sc3n3c(C)nnc23)COC(C(C)C)C4)cc1 (stereo not given)
(20) CC1CCN(C(=O)CCC(=O)N2CC(C)Oc3ccccc32)CC1 (stereo not given)

compound no.,11,12,13,14,15,16,17,18,19,20
procasp3 activ,2.1,-1.0,9.5,-1.1,5.4,-12.2,-0.4,-4.7,-8.7,5.9
ZTA counter,6.8,19.2,-9.3,18.1,0.3,16.0,-10.7,1.9,-4.4,3.9
proCasp7 act,-0.3,4.0,0.7,-0.6,9.0,4.3,16.3,4.1,3.9,-4.0
EBNA-1 inhibitor,-5.0,4.0,3.9,0.6,2.0,-3.7,8.6,0.1,-8.0,18.9
RPL19A-GFP yeast,93.4,94.8,101.1,92.8,99.0,98.9,103.0,95.3,92.7,105.9
MEP2-GFP yeast,103.0,105.4,97.8,90.4,91.7,87.8,94.2,96.0,93.1,105.2
AHR activator,1.9,1.6,0.0,19.8,0.6,-0.4,-1.3,-3.4,-1.5,-0.2
LAP4 TOR yeast,105.3,92.5,99.0,92.3,94.6,94.3,104.9,100.1,92.9,105.0

(21) O=[N+]([O-])c1ccc(OCCn2cnc3ccccc32)cc1
(22) Cc1nonc1OCCNc1ccc([N+](=O)[O-])cc1[N+](=O)[O-]
(23) COc1ccc(-c2nc(CN3CCC(C(=O)N4CCc5ccccc54)CC3)c(C)o2)cc1OC
(24) CCOC(=O)C(=O)NNc1ccccc1C
(25) CNc1nc(Nc2ccc(Br)cc2)nc(N)c1[N+](=O)[O-]
(26) Cc1ccnc(SCCn2c(N3CCCCC3)nc3c2c(=O)n(C)c(=O)n3C)n1
(27) CCOC(=O)c1ccc(NC(=O)C2CCCN(S(=O)(=O)c3cnc[nH]3)C2)cc1 (stereo not given)
(28) CCOc1ccc(C(c2c(NC(=O)c3ccco3)sc(C)c2C)N2CCOCC2)cc1 (stereo not given)
(29) Cc1ccc(S(=O)(=O)NCC[C@@]2(C)C3CCC2(C)C(=O)C3)cc1 (stereo not given in full)
(30) Cc1ccc2c(c1)C1CN(C)CCC1N2S(=O)(=O)c1ccc(C#N)cc1 (stereo not given)

compound no.,21,22,23,24,25,26,27,28,29,30
procasp3 activ,6.4,-2.2,13.2,10.3,2.9,-3.7,-0.3,-4.3,-0.2,3.7
ZTA counter,4.2,13.3,2.0,12.5,10.7,4.8,3.0,-1.9,2.6,-7.5
proCasp7 act,0.4,7.0,5.2,-3.7,6.1,2.7,-10.4,7.0,-2.6,9.8
EBNA-1 inhibitor,-10.9,1.9,-3.0,5.8,7.5,-3.9,-7.2,nt,-3.8,nt
RPL19A-GFP yeast,101.1,98.5,106.1,109.0,106.9,100.4,90.1,96.3,114.2,104.1
MEP2-GFP yeast,100.5,100.3,107.2,101.5,106.4,108.5,92.1,99.3,118.1,101.3
AHR activator,-3.9,-0.1,4.1,1.6,70.2*,-0.5,0.8,1.0,0.4,0.0
LAP4 TOR yeast,102.7,104.7,102.1,88.8,99.1,106.2,84.6,102.0,102.9,102.0

# Numbers 1–12 from above:
(1) CCOC(=O)c1oc2ccccc2c1NC(=O)COc1ccc(F)cc1
(2) c1ccc(N=P(c2nc3ccccc3o2)(N2CCOCC2)N2CCOCC2)cc1
(3) O=C(Nc1ccccc1-c1nc2ccccc2s1)c1cccnc1Cl
(4) O=C(Nc1ccccc1N1CCOCC1)c1cc(-c2ccco2)nc2ccccc12
(5) Cc1nc(C)n(CC(=O)N2CCCC(C(=O)c3ccc(C(F)(F)F)cc3)C2)n1 (stereo not given)
(6) CN(c1ccccc1)S(=O)(=O)c1cccc(NC(=O)C2=NNC(=O)CC2)c1
(7) C/C(=N\NC(=O)C(c1ccccc1)c1ccccc1)c1ccccn1
(8) CCOC(=O)N1C2=NC(C(=O)OC)=C(C(=O)OC)[C@@H]3Nc4ccccc4[C@]23C[C@H]1C(=O)OC
(9) COc1ccccc1/C=C/C=C1\Oc2c(ccc(O)c2CN2CCN(CCO)CC2)C1=O
(10) Cc1cc(C)n(/N=C/c2cccc([N+](=O)[O-])c2)c(=O)c1
(11) O=C(NCCO)c1ccc(Cl)c(Cl)c1
(12) O=c1cnnc(NCc2ccccc2)[nH]1

compound no.,1,2,3,4,5,6,7,8,9,10,11,12
procasp3 activ,2.1,-1.6,6.6,-4.0,7.9,6.7,-2.7,-5.3,-4.1,-4.1,2.1,-1.0
ZTA counter,-14.9,-2.2,-17.7,-19.0,-6.2,nt,-4.1,-0.7,10.2,6.3,6.8,19.2
proCasp7 act,-7.2,-18.5,-2.1,-3.2,14.2,2.9,-1.8,1.1,-13.6,-4.5,-0.3,4.0
EBNA-1 inhibitor,5.9,-1.9,2.7,-7.9,-6.3,nt,2.8,14.2,4.6,-1.7,-5.0,4.0
RPL19A-GFP yeast,99.4,98.0,95.7,90.0,105.6,101.5,96.1,100.0,107.7,98.1,93.4,94.8
MEP2-GFP yeast,106.1,102.3,98.9,93.4,104.4,109.1,116.4,94.2,110.2,101.8,103.0,105.4
AHR activator,7.4,1.9,7.7,3.4,0.7,1.1,-1.7,-2.1,3.3,0.8,1.9,1.6
LAP4 TOR yeast,105.6,106.9,100.9,94.1,92.1,100.0,124.1,137.2,99.0,96.2,105.3,92.5

# Next records:
(31) Cc1ccc(/C=N/NC(=O)Cc2c[nH]c3ccccc23)c(C)c1
(32) COc1ccc(OCCn2c(NC(=O)c3ccco3)nc3ccccc32)cc1
(33) N#Cc1sc2nc(-c3ccccc3)cc(-c3ccco3)c2c1N
(34) CC(=O)N1CCN(C(=O)CSc2cc(C)c(Br)cc2C)CC1
(35) CCOC(=O)COc1c(Cl)cc(C2NC(=S)NC(c3ccccc3)=C2C(C)=O)cc1OCC (stereo not given)
(36) CCSc1nnc(NC(=O)CC)s1
(37) CC(=O)c1cccc(N(C(=O)CNC(=O)c2ccco2)C(C(=O)NC2CCCC2)c2ccco2)c1 (stereo not given)
(38) CC(=O)c1c(C)[nH]c(C(=O)Nc2ccc(C)cn2)c1C
(39) CCOC(=O)c1ccc(COC(=O)CCc2nc(-c3ccccc3)c(-c3ccccc3)o2)cc1
(40) CN(C)S(=O)(=O)c1ccc(C(=O)OCn2nnc3ccccc3c2=O)cc1

compound no.,31,32,33,34,35,36,37,38,39,40
procasp3 activ,-4.8,0.2,-6.3,5.0,-1.3,-2.1,-0.1,6.4,2.6,-2.5
ZTA counter,7.2,1.3,5.6,8.1,-1.6,-4.6,5.4,-1.7,0.4,8.3
proCasp7 act,-5.0,-3.9,-9.2,7.7,-6.1,10.1,6.2,-7.3,1.8,8.6
EBNA-1 inhibitor,2.9,0.9,6.2,-7.2,18.6,-0.1,2.4,-2.6,6.0,8.5
RPL19A-GFP yeast,98.7,97.4,102.5,101.3,106.2,99.8,98.6,101.0,96.6,95.6
MEP2-GFP yeast,109.9,95.8,131.4,99.7,105.1,98.8,99.0,109.0,100.6,111.0
AHR activator,20.5,12.0,29.1,-2.9,0.9,1.9,-3.5,-2.8,0.3,0.5
LAP4 TOR yeast,101.3,100.6,122.8,90.5,91.3,97.6,102.0,104.7,102.2,107.7

(41) COCCc1nnc(NC(=O)C23CC4CC(CC(C4)C2)C3)s1
(42) CN(Cc1ccc(F)cc1)C(=O)c1cccc(S(=O)(=O)N2CCN(c3ccc(F)cc3)CC2)c1
(43) O=C(Cn1cnc2sc(-c3ccccc3)cc2c1=O)N1CCOCC1
(44) CCOC(=O)c1nn(-c2ccc(Cl)cc2)c(=O)c(C#N)c1C
(45) O=C(OCC(=O)c1ccc(Cl)s1)c1cnccn1
(46) CN(CCNS(=O)(=O)c1ccc2c(c1)oc(=O)n2C)Cc1ccccc1
(47) O=C1c2[nH]nc(-c3ccccc3O)c2C(c2cccc(Cl)c2)N1Cc1ccco1 (stereo not given)
(48) O=C(N/C(=C\c1ccco1)C(=O)N1CCCC1)c1cccs1
(49) CCC(C)C(=O)Nc1nc2ccc(OC)cc2s1 (stereo not given)

compound no.,41,42,43,44,45,46,47,48,49
procasp3 activ,1.6,5.8,6.0,2.8,-7.8,0.2,-5.0,-7.2,0.7
ZTA counter,-8.0,7.9,9.4,2.2,0.8,11.2,5.8,-5.9,4.3
proCasp7 act,8.4,20.7,-1.6,22.8,12.5,0.1,-1.1,-5.7,5.9
EBNA-1 inhibitor,-7.4,12.5,3.1,2.7,7.8,4.2,-4.4,-4.9,0.2
RPL19A-GFP yeast,82.4,96.7,100.8,102.4,108.9,99.7,100.6,101.0,86.4
MEP2-GFP yeast,170.7,101.2,99.1,107.8,106.8,104.7,101.3,108.0,92.6
AHR activator,0.7,-1.4,4.8,1.0,4.8,1.3,6.2,-2.2,-4.2
LAP4 TOR yeast,123.8,106.0,91.9,84.6,102.9,111.2,100.0,106.2,110.8
